INS promoter inh – TRM-6 insulin promoter activity inhibition | inhibition, % at 2 µM | TRM-6 cells (human fetal islet line), insulin promoter-eGFP reporter, imaging; reporter expression induced with tamoxifen | 130,000 compounds, 0.9% hits;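 active = inhibition above the mean plus 3 SD, with well images judged a real hit on visual review, cut at about 60% in these data, passing the limit was not always enough; inconclusive = inhibition over the cutoff but images rejected on review; inactive = inhibition not above the cutoff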
sdo1 growth – compounds rescuing growth of sdo1-depleted yeast, bone marrow failure model; S. cerevisiae sdo1-depleted JHY4D growth rescue, OD600 30 h; active compounds read high; pdr5 snq2 efflux-pump mutant strain; z-score at 10 µM; 140,000 compounds, 0.21% hits;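 active = z-score above 3 at both the 24 hr and the 30 hr optical density reads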;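 note: z-score against mean and SD of all compound wells on the same plate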
sdo1 growth Rescue 24 h – second read-out of sdo1 growth, no call of its own (marks repeat the call); z-score; S. cerevisiae sdo1-depleted JHY4D growth rescue, OD600; measured here: growth rescue at 24 h;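 0 is the plate mean of compound wells and units are plate SD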
Active calls of the source: *; u = inconclusive; x = no result given; & = joins results of further samples. The list is partial. The share of hits here may be higher or lower than overall.

sdo1 growth Rescue 24 h	INS promoter inh	sdo1 growth	canonical_smiles
-1.22	-20.0	-0.89	Cc1occc1C(=O)NC1CCCc2ccccc21 (stereo unspecified)
0.15	31.5	0.15	CCCC(=O)N(CCc1ccc(OC)cc1)Cc1nc2ccccc2c(=O)[nH]1
x	-270.0	x	COc1ccc(-c2c(C#N)c(SCC(=O)Nc3ccccc3)nc3c2CCCC3)cc1
0.01	-228.6	0.77	O=C1CCCc2c1nc(-c1cccc(Cl)c1)n2O
-0.97	-31.2	-0.78	CCN1C(=O)c2cccc3c(S(=O)(=O)Nc4ccccn4)ccc1c23
1.08	40.0	-1.02	COc1ccc(CCn2c(C)cc(C(=O)CSc3nnnn3-c3ccccc3)c2C)cc1
0.93	x	-0.08	Cc1cccc(N(CC(=O)Nc2ccccc2-c2ccccc2)S(=O)(=O)c2ccccc2)c1C
-0.57	x	-0.47	CCCC(c1nnnn1Cc1ccccc1)N1CCN(c2ccccc2OC)CC1 (stereo unspecified)
0.42	-12.0	0.77	CCCCn1c(SCC(=O)Nc2cc(C)on2)nnc1-c1cccnc1
-0.04	0.0	0.75	CNc1nc(Cl)nc(NC(C)(C)C)n1
-1.87	0.0	0.04	O=C(O)/C=C/C(=O)Nc1ccccc1-c1ccccc1
x	u	x	c1ccc(N2CCN(c3nc4ccccc4[nH]3)CC2)nc1
3.06	33.3	-0.16	CC(C)OC(=O)c1c(NC(=O)c2ccco2)sc2c1CCCC2
x	-36.4	x	CCc1cccc(NC(=O)CCNS(=O)(=O)c2cccc3nonc23)c1
-0.02	-45.5	-0.02	COCCOCCOCCC(=O)NC1CC2CCC1(C)C2(C)C (stereo unspecified)
-0.43	0.0	0.66	CCOC(=O)N1CCN(Cc2ccccn2)CC1
x	13.5	x	CC(=O)c1c(C)nc2ccc(Br)cc2c1-c1ccccc1
0.97	9.7	1.28	CCCn1c(SCC(=O)O)nc2ccccc21
-1.48	16.1	-0.91	CC(Sc1nnc(-c2cccnc2)n1-c1ccccc1F)C(=O)N1CCCc2ccccc21 (stereo unspecified)
-0.19	x	-0.02	O=C(Nc1cccc(F)c1)Nc1ccccn1
-1.39	x	-0.61	Cc1nn(C)c(C)c1Sc1ccc(Br)cc1
-0.67	-11.1	-1.16	Cc1coc2c(O)cc3c(c12)OC1(N2CCCCC2)C(=O)NCCCC31 (stereo unspecified)
-1.05	-4.2	0.11	CN(C)S(=O)(=O)N1CCN(Cc2ccccc2)CC1
x	33.3	x	Cc1cc(C)nc(OC(=O)c2ccc(Cl)cc2Cl)n1
0	0.0	0.17	COc1ccc(Oc2c(Cl)cnn(-c3ccc(F)cc3)c2=O)cc1
1.78	x	0.16	O=c1sc(N2CCN(c3ccc(F)cc3)CC2)nc2ccsc12
-0.74	47.4	-2.01	CCn1c2ccccc2c2nnc(SCC(=O)c3ccccc3)nc21
x	-17.6	x	CCN(CC)c1ccc(O)c(C=Nc2ccc(C)c(C)c2)c1
1.4	x	-0.4	Cc1cccc(OCC(=O)Nc2nc3ccc([N+](=O)[O-])cc3s2)c1
0.88	x	0.28	Cc1ccc(CNC(=O)C2(c3cccs3)CCOCC2)cc1
-0.84	-22.2	-0.84	Cc1ccc(NCC(=O)N/N=C\C(Br)=C\c2ccccc2)cc1
2.13	x	1.09	CC(C)(C)NC(=O)Cn1nnc(-c2ccc(S(C)(=O)=O)cc2)n1
-0.04	7.7	-0.01	Cc1ccc(C2C(C#N)=C(N)Oc3c2sc2ccccc32)o1 (stereo unspecified)
-0.31	-17.1	0.28	C/C(Cl)=C/Cn1c(N2CCCC2)nc2c1c(=O)n(C)c(=O)n2C
-0.04	40.0	-0.6	CCOc1ncccc1C(=O)OCC(=O)NCCc1ccccc1
0.34	-21.6	0.84	CCc1ccc(C(=O)C(C)OC(=O)C2COc3ccccc3O2)cc1 (stereo unspecified)
-0.52	x	-0.69	CC(C)CCSc1nc(N2CCOCC2)c2c(c1C#N)CC(C)(C)OC2
1.23	0.0	1.07	CC(=O)Nc1nc(C)c(Oc2ccccc2)c(=O)[nH]1
0.45	x	1.84	O=C(CCN1CCCC1)Nc1cccc(Br)c1
x	0.0	x	O=C(/C=C/c1ccccc1)NCCCNC(=O)/C=C/c1ccccc1
0.19	12.5	0.64	CCOC(=O)N1CCN(CC(=O)Nc2c(C(=O)OC)[nH]c3ccc(Cl)cc23)CC1
-1.09	-13.9	-1.81	COCCCNC(=O)c1sc2ncnc(N3CCc4ccccc4C3)c2c1C
-1.35	7.1	-1.28	c1ccc(C[n+]2csc3ccccc32)cc1
-1.12	x	0.14	COc1cccc(C2c3c(oc4ccc(F)cc4c3=O)C(=O)N2CCCN2CCOCC2)c1 (stereo unspecified)
0.12	23.8	0.39	CCCCc1ccc(NC(=O)COCC)cc1
9.31*	x	5.64*	COC(=O)c1ccccc1NC(=S)NC(=O)CC(C)C
-0.92	x	-1.42	CN(CC1CCCO1)S(=O)(=O)c1ccc(C(=O)Nc2nc(-c3ccccn3)cs2)cc1 (stereo unspecified)
-0.94	-61.3	-0.14	Cc1cc(C)nc(NC(=O)CCCC(=O)O)c1
-0.69	33.3	-0.25	O=C(Nc1cccc(Br)c1)/C(=C\c1cccnc1)NC(=O)c1ccco1
1.23	7.1	0.53	CCCCN(C)S(=O)(=O)c1c(C)[nH]c(=O)[nH]c1=O
-1.27	-125.0	-0.84	CCOC(=O)c1sc(N(C)C)nc1-c1ccccc1
-0.42	-75.0	-0.62	FC(F)(F)c1cc(C(F)(F)F)c2ccc(N3CCN(c4ncccn4)CC3)nc2n1
x	-52.9	x	CCOC(=O)N1CCN(S(=O)(=O)c2cc([N+](=O)[O-])c(C)cc2C)CC1
-0.19	x	0.21	O=C(O)CCCC(=O)Nc1cccc2cccnc12
x	-72.5	x	O=C(CN(Cc1ccco1)C(=O)CNS(=O)(=O)c1ccc(Cl)cc1)NCc1ccc(F)cc1
x	33.3	x	O=C(NCCC1=CCCCC1)c1cccc2c1C(=O)N(C1CCCCC1)C2
x	55.6	x	Cc1cc(C)nc(NC(=O)c2csnn2)c1
-0.36	38.5	0.42	O=C(O)/C=C/c1coc2ccc(F)cc2c1=O
-0.18	-2.9	0.14	C=CCNC(=S)NNC(=O)c1cccn(Cc2ccc(Cl)cc2Cl)c1=O
-0.13	x	-0.41	CCCCc1c(O)nc(SCC(=O)Nc2ccc3c(c2)CCC3)[nH]c1=O

A second format for some results above.
Order of results: sdo1 growth Rescue 24 h, INS promoter inh, sdo1 growth
> CC(C)(C)NC(=O)Cn1nnc(-c2ccc(S(C)(=O)=O)cc2)n1
    2.13, x, 1.09
> Cc1ccc(C2C(C#N)=C(N)Oc3c2sc2ccccc32)o1 (stereo unspecified)
    -0.04, 7.7, -0.01
> C/C(Cl)=C/Cn1c(N2CCCC2)nc2c1c(=O)n(C)c(=O)n2C
    -0.31, -17.1, 0.28

The main list resumes, repeating the 4 entries before the break.
sdo1 growth Rescue 24 h	INS promoter inh	sdo1 growth	canonical_smiles
x	55.6	x	Cc1cc(C)nc(NC(=O)c2csnn2)c1
-0.36	38.5	0.42	O=C(O)/C=C/c1coc2ccc(F)cc2c1=O
-0.18	-2.9	0.14	C=CCNC(=S)NNC(=O)c1cccn(Cc2ccc(Cl)cc2Cl)c1=O
-0.13	x	-0.41	CCCCc1c(O)nc(SCC(=O)Nc2ccc3c(c2)CCC3)[nH]c1=O
x	58.3	x	COc1ccc(OC)c(S(=O)(=O)N(C(C)=O)c2ccc3oc(=O)sc3c2)c1
0.09	7.2	-0.34	CC(=O)Oc1ccc(/C=N/NC(=O)C2CCCN2S(=O)(=O)c2ccc(Cl)cc2)cc1 (stereo unspecified)
-0.96	13.3	-0.51	Cc1nc([N+](=O)[O-])c(N2CCN(Cc3ccccc3)CC2)n1Cc1ccccc1
-0.2	x	0.27	CC(=O)NC(=O)NC1OC(=O)C(Cl)=C1Cl (stereo unspecified)
-0.3	-53.9	0.04	COc1ccc(NC(=S)NC23CN4CN(CN(C4)C2)C3)cc1
-0.89	-44.4	-1.19	Cc1ccc(C)c(N2CCN(C(=O)CCS(=O)(=O)c3cccc4nonc34)CC2)c1
-1.35	-22.6	-0.85	O=C(CCc1ccc(S(=O)(=O)N2CCCCC2)cc1)c1nnc(-c2ccccc2)o1
-0.31	x	-0.12	COc1cc2c(cc1OC)C(C)N(C(=S)Nc1ccccc1)CC2 (stereo unspecified)
-0.01	23.1	0.58	COC(=O)c1ccc(NC(=O)CSc2nc3cccnc3n2C)cc1
1.14	x	1.26	CC(=O)Nc1cccc(NC(=O)C2CCCN2C(=O)Nc2cccc(C)c2)c1 (stereo unspecified)
x	16.7	x	CC(=O)Nc1ccc(OCC(=O)NCc2ccc(C)cc2)cc1
x	-11.6	x	O=C(NC1CC1)c1cc(OCC(F)(F)F)ccc1OCC(F)(F)F
2.63	37.8	1.69	COc1ccc(N2CS(=O)(=O)/C(=C/N(C)C)C2=O)cc1
1.2	31.6	1.54	COC(=O)COc1cccc(NC(=O)c2cccs2)c1
x	-33.3	x	CCN(CC)CCn1c(=S)[nH]c2ccc(Br)cc2c1=O
-0.51	25.0	-0.03	COC(=O)CCC(=O)NNC(=O)c1ccc(Br)cc1
-0.04	-17.9	-0.13	CCCCNC(=S)N(C)/N=C/c1sc(N2CCCCC2)nc1-c1cccs1
0.56	x	0.99	CCn1c(-c2ccccc2Cl)nn(CC(=O)Nc2ccccc2OC)c1=S
x	0.0	x	COc1cc(/C=C2\N=C(c3c(-c4ccccc4)noc3C)OC2=O)ccc1OC(C)=O
-0.96	48.6	0.31	CCC(C)(C)n1nnnc1C(c1ccc(O)c(OC)c1)N1CCc2ccccc2C1 (stereo unspecified)
-0.34	-42.9	-0.11	O=C(Cn1nc(CNc2ccc(Cl)cc2)[n+]2c1CCCCC2)c1ccc(Cl)cc1
x	-57.1	x	CC(C)(C)c1ccc(S(=O)(=O)Nc2ccc3c(c2)COC3=O)cc1
x	u	x	Cc1ccc(C2c3c(oc4ccccc4c3=O)C(=O)N2c2nnc(C)s2)o1 (stereo unspecified)
1.32	x	1.16	CC1=C(C(N)=O)C(c2ccccn2)n2nc(-c3ccccc3Cl)nc2N1 (stereo unspecified)
0.43&1.72	x	-0.02&0.71	O=c1c2cccnc2[nH]c(=S)n1CCC1=CCCCC1
0.19	-1.4	0.31	COc1ccc(N2C(=O)CC(Nc3cccc(C(C)=O)c3)C2=O)cc1OC (stereo unspecified)
1.05	23.3	0.9	Cc1noc2ncnc(Oc3ccccc3)c12
-0.85	-162.5	0.15	C=CCn1c(-c2cc(OC)c(OC)c(OC)c2)n[nH]c1=S
0.7	x	0.63	N#CCCN1CCN(S(=O)(=O)c2ccc(S(=O)(=O)NC3CCCCC3)cc2)CC1
-0.15	36.4	0.7	Cn1c(=O)c2c(ncn2CC(=O)OCC(=O)Nc2ccc(Cl)cc2Cl)n(C)c1=O

Record cards, from the list above:
COC(=O)CCC(=O)NNC(=O)c1ccc(Br)cc1 across the screens: sdo1 growth Rescue 24 h: -0.51; INS promoter inh: 25.0; sdo1 growth: -0.03
CCCCNC(=S)N(C)/N=C/c1sc(N2CCCCC2)nc1-c1cccs1 across the screens: sdo1 growth Rescue 24 h: -0.04; INS promoter inh: -17.9; sdo1 growth: -0.13

(next part)
sdo1 growth Rescue 24 h	INS promoter inh	sdo1 growth	canonical_smiles
-2.18	28.6	-2.58	Cc1ccc(NNC(=O)C(O)(c2cccc(C(F)(F)F)c2)c2cccc(C(F)(F)F)c2)cc1
0.75	46.7	0.08	CC(=O)Nc1ccc(NC(C)=C(C#N)C#N)cc1
0.38	x	1.16	Nn1cnnc1N/N=C/c1cc([N+](=O)[O-])c(Cl)cc1Cl
0.42	11.5	1.21	Clc1ccc(C2C3=C(Nc4ncnn42)c2ccccc2CC3)cc1 (stereo unspecified)
-0.22	-57.1	-1.02	C=C(C)c1ccc(C(C)(C)NC(=O)N(Cc2ccccc2)Cc2ccco2)cc1
-0.11	x	-0.18	Cc1ccc2c(c1)N(CC(=O)O)C(=O)CO2
x	-21.1	x	Oc1cc2c(cc1C(c1ccc(Cl)c(Cl)c1)N1CCCC1)OCO2 (stereo unspecified)
-0.59	2.6	-1.5	O=C(Nc1nc(-c2ccccc2)cs1)C1CCCCN1S(=O)(=O)c1ccccc1 (stereo unspecified)
0.39	4.5	0.18	Nc1ncnc2c1ncn2[C@@H]1O[C@H](CO)[C@@H](O)[C@H]1O
x	-5.6	x	O=C(Nc1nnc(-c2cccs2)o1)c1ccc(S(=O)(=O)N2CCOCC2)cc1
x	5.9	x	CC(=O)C1C(c2ccc(Cl)cc2)c2c(n[nH]c2C)CC1(C)O (stereo unspecified)
-0.14	-1.7	-0.3	CCOC(=O)COc1c(Br)cc(/C=C2\SC(=O)N(CC(=O)N3CCCC3)C2=O)cc1OC
0.76	14.7	0.8	Cc1ccccc1-n1c(SCc2c(C)noc2C)nnc1-c1cccnc1
-0.85	47.7	0.18	COC(=O)c1cc(C(=O)OC)cc(N2C(=O)CC(NNC(=O)c3ccc(C)cc3)C2=O)c1 (stereo unspecified)
-0.62	x	0.05	O=C(CCN1CCN(C(c2ccccc2)c2ccccc2)CC1)N/N=C/c1ccc(O)cc1

Source: PubChem BioAssay (several laboratories)
